Screening results as filed in PubChem BioAssay.
GALK inhibitor: qHTS Assay for Inhibitors of Human Galactokinase (GALK); P51570; Purified GALK, Kinase-Glo residual ATP luminescence; Potency, µM (doses to about 57.5 µM), inactives show at the top dose activity change, negative = inhibition, hits mostly inhibitors; actives 0.007% (n = 270,000); AID 1868, 2009; also: potency is read from the fitted curve at half-maximal effect; % is scaled to controls: 0 for no effect and ±100 for the full control effect
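Kinase-Glo Plus luminescence measured ATP left after a 1 h room-temperature reaction. The reaction used 5 nM GALK, 100 uM galactose and 35 uM ATP at pH 8.0 (20 mM HEPES, 5 mM MgCl2, 60 mM NaCl, 1 mM DTT, 0.01% BSA).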
MBNL1-CUG inh: qHTS Assay for Inhibitors of MBNL1-poly(CUG) RNA binding. Muscleblind-like protein 1 (Homo sapiens), Q9NR56. TR-FRET MBNL1-His/biotin-(CUG)12 binding, 665/545 ratio. Potency, µM (titrated, usually from 57.5 µM), inactives show at the top dose activity change, negative = inhibition, hits mostly inhibitors. actives 0.036% (n = 280,000). AID 2675, 2010; active = well fitted inhibition curve with a large enough effect in the signal ratio, with a control signal flat, not every such curve was filed as active; inconclusive = small, poorly fitted or top-dose-only effect, or effect the other way, or a change in a side signal; inactive = no such curve, though single readings can be large or run the other way; the % refers to the signal ratio; also: potency is read from the fitted curve at half-maximal effect; % is scaled to controls: 0 for no effect and ±100 for the full control effect
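MBNL1-His + Biotin-(CUG)12, cpd titration 92 nM–58 uM; Tb anti-His Ab 0.055 ng/ul, SA-XL665 5 nM (final); 60 min RT; ratiometric 665/545 nm, Ex 340 nm; normalized to buffer and full-complex controls.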
KCNH2 3.1 block: qHTS for Inhibitors of KCHN2 3.1: Mutant qHTS; actives 0.95% (n = 340,000); AID 720553, 2013; Potassium voltage-gated channel subfamily H member 2, brain isoform KCNH2 3.1 (human); activity change, % (tested at about 1.8 µM); U2OS KCNH2 3.1, thallium flux FluxOr; active compounds read low;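 active = maximum activity change below -70%; inconclusive = maximum activity change from -70% to -50%; inactive = maximum activity change above -50%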;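 also: thallium influx rate constant from kinetic fluorescence after stimulation buffer; % is scaled to controls: 0 for no effect and ±100 for the full control effect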
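Virally transduced U2OS (3.1 isoform, 4 h infection in dark at RT) → overnight 37 C → FluxOr + Red40 in HBSS/HEPES, 45 min → stimulation buffer, 2 min kinetic read → rate constant vs DMSO controls.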
CXXC DNA block: qHTS Fluorescence Polarization Assay for Inhibitors of MLL CXXC domain - DNA interaction | MLL-CXXC / FITC-HOXA9 DNA fluorescence polarization | AID 2662, 2010 | Potency, µM (highest dose often 115 µM), for the others: at the top dose activity change, negative = inhibition, usual class: inhibitors | actives 0.037% (n = 290,000) | Histone-lysine N-methyltransferase 2A (Homo sapiens), Q03164; active = well fitted inhibition curve with a large enough effect in the polarisation, with a control signal flat, not every such curve was filed as active; inconclusive = small, poorly fitted or top-dose-only effect, or effect the other way, or a change in a side signal; inactive = no such curve, though single readings can be large or run the other way; the % refers to the polarisation; also: potency is read from the fitted curve at half-maximal effect
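Purified MLL-CXXC (added from a 7 uM solution) was preincubated 5 min at ambient with pinned compounds in 50 mM Tris-HCl pH 7.5, 50 mM NaCl, 1 mM DTT, 0.05% BSA. Fluorescein-labeled HOX-A9 DNA (50 nM solution) followed, 30 min, then polarization read.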
TRPV1 ag: HTS Assay for Compounds that Act as Agonists of the Vanilloid Receptor 1. Transient receptor potential cation channel subfamily V member 1 (Homo sapiens), Q8NER1. TRPV1-expressing cells, Fluo-8 calcium influx, agonist mode. activation, % at 8.33 µM. actives 0.19% (n = 320,000); in the data active = activation above about 80%; inconclusive = between about 30% and that limit; also: 0% is about no effect
Target sequence (Q8NER1 whole entry, looked up): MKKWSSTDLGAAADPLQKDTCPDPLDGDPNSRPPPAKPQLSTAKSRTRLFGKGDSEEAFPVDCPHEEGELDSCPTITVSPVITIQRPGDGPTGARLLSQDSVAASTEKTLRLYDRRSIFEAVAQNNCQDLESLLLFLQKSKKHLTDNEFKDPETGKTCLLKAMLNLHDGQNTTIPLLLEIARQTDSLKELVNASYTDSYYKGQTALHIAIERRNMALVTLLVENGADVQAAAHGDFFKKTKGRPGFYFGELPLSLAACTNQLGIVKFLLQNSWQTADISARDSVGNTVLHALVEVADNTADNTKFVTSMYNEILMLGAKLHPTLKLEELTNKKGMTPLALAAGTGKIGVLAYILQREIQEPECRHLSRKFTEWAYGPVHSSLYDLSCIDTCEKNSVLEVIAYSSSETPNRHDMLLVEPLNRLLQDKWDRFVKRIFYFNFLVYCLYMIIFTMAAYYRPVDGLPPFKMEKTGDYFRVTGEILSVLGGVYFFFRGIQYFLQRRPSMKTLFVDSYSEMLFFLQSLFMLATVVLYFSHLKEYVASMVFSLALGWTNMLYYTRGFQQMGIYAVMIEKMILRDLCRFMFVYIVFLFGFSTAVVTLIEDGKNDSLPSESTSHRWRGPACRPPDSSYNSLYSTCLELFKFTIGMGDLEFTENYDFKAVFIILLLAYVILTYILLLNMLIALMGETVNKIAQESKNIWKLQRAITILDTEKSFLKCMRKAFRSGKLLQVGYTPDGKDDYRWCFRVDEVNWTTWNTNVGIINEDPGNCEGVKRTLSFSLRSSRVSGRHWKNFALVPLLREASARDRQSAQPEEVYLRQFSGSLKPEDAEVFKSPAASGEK
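TRPV1-expressing cells were cultured overnight at 35.5C and loaded with Fluo-8 calcium dye for 40 to 90 min at room temperature. After a 10 s baseline, compound was added and calcium influx was read kinetically for 3 min (ex 480/em 520 nm).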
FBPA coupling cs: qHTS Assay for Inhibitors of Fructose-1,6-bisphosphate Aldolase from Giardia Lamblia: Coupling assay counterscreen; actives 0.67% (n = 290,000); activity change, negative = inhibition, % at 58.2 µM, hits read low; coupling enzyme system counterscreen, AmpLite Red fluorescence; in the data active = activity change below about -30%; also: % is scaled to controls: 0 for no effect and ±100 for the full control effect
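Coupling enzymes only (glyceraldehyde-3-phosphate) + compound, at 57.5 uM final, 10 min RT; add substrate/coupling/AmpLite Red mix, 20 min RT; fluorescence ex 525/em 598 nm. Actives flag coupling-system interference.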
KCNH2 WT inh: qHTS for Inhibitors of KCHN2 3.1: Wildtype qHTS | activity change, % at 1.84 µM | U2OS, BacMam KCNH2, thallium flux FluxOr; active compounds read low | actives 0.37% (n = 340,000) | Voltage-gated inwardly rectifying potassium channel KCNH2 (Homo sapiens), Q12809;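 active = maximum activity change below -70%; inconclusive = maximum activity change between -70% and -50%; inactive = maximum activity change above -50%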; also: % is scaled to controls: 0 for no effect and ±100 for the full control effect
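U2OS cells were transduced with wild-type KCNH2 virus (2.03 x 10^8 / mL) for 4 h at room temperature, then cultured overnight at 37 C. Thallium flux was read with FluxOr dye. Rate constants were normalized to DMSO controls.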
S-ASM inh: Inhibitors of Secretory Acid Sphingomyelinase (S-ASM): qHTS; Sphingomyelin phosphodiesterase (Homo sapiens), P17405; placental ASM, HMU-PC fluorogenic substrate, 60 min; Potency, µM (doses to about 57.5 µM), without a hit: top-dose activity change, negative = inhibition, usual class: inhibitors; actives 0.006% (n = 340,000); AID 504937, 2011; also: potency is read from the fitted curve at half-maximal effect
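Human placenta-derived ASM preincubated with compound 10 min at room temperature, then reacted with 9 uM (final) fluorogenic HMU-PC substrate for 60 min at 37 C. Stop solution raises pH to 10; fluorescence read at Ex 386/Em 447 nm.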
Integrin act MD: qHTS for Activators of Integrin-Mediated Alleviation for Muscular Dystrophy | alpha7betagal myoblasts, beta-gal FDG fluorescence, 48 h | Potency, µM (top dose mostly 38.3 µM), for the others: at the highest dose activation, usual class: activators | actives 0.064% (n = 350,000) | AID 624291, 2012;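 also: potency is read from the fitted curve at half-maximal effect; 100% = response of the positive control SU9516; nearly all actives have a fitted effect of over 60% in size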
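alpha7betagal+/- myoblasts (passage 13, 250/well) treated 48 h at 37C with compounds at 1:260 dilution of DMSO stock. Lysed, then beta-galactosidase activity read as FDG fluorescence (ex 480/em 540) after 30 min, with pre-read for autofluorescence.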
AT treatment: qHTS Assay for Identifying a Potential Treatment of Ataxia-Telangiectasia; Potency, µM (doses to about 57.5 µM), inactives show top-dose activation, most hits filed as activators; […] A-T fibroblasts, KAP-1 phosphorylation AlphaLISA; neocarzinostatin DNA damage 30 min before lysis; actives 0.19% (n = 320,000); AID 485349, 2010; also: potency is read from the fitted curve at half-maximal effect; % of control where 0% means no effect; nearly all actives have a fitted effect of over 45% in size
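ATM-like activity read as KAP-1 phosphorylation via AlphaLISA donor/acceptor antibody pairs after lysis and 6 hr at 25C. Cells were ATM-null patient fibroblasts ([…], hTERT), dosed 60 min, then exposed to the DSB inducer NCS for 30 min.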
* marks the source's active call; other numbers are inactive results; ? = inconclusive; / = not tested or not shown; [ ] = remark or other dose. Unless noted, calls follow the shape of the dose curve; as a rule, active = well fitted curve in the direction sought with a large enough effect; inconclusive = small, poorly fitted or top-dose-only effect, or another doubt; inactive = no such curve, though single readings can be large; an effect the other way counts as inactive or inconclusive.

SMILES | GALK inhibitor | MBNL1-CUG inh | KCNH2 3.1 block | CXXC DNA block | TRPV1 ag | FBPA coupling cs | KCNH2 WT inh | S-ASM inh | Integrin act MD | AT treatment
c1ccc2c(c1)N1CCCN=C1N2CCN1CCCCC1 | -1.5% | -10.0% | -47.5 | 0.5% | 2.4 | 0.0 | 8.5 | 1.1% | -46.9% | 5.0%
CCCCN(CC)CCCNC(=O)Cn1nc(Cc2cccnc2)c2ccccc2c1=O | 0.3% | -7.1% | 17.6 | -2.5% | -0.5 | 3.2 | -17.3 | 0.7% | -14.9% | /
CCC(OC(=O)CN1C(=O)C(=O)c2ccccc21)C(=O)Nc1ccccc1OC (configuration not stated) | 10.6% | 11.0% | 11.4 | 2.9% | 0.7 | -9.6 | -1.8 | 1.0% | 5.8% | -3.1%
CCOc1ccc(NC(=O)CN2CCCC2c2cccs2)cc1S(=O)(=O)N1CCCC1 (configuration not stated) | / | / | 10.7 | / | 4.2 | / | -10.1 | 0.4% | 5.1% | 3.7%
CCOc1ccccc1OCC(=O)Nc1ccc(Cl)cc1Cl | -2.9% | -25.7% | -31.2 | 7.1% | -1.3 | 0.8 | -7.7 | 0.3% | ? | -5.6%
O=S(=O)(O)c1nc2ccccc2n1Cc1ccc(Cl)cc1 | 1.9% | 5.1% | -2.2 | -12.4% | 0.0 | 13.3 | -4.9 | 14.4% | -10.3% | -2.2%
COc1ccc(CC(=O)Nc2ccc(C(=O)Nc3nccs3)cc2)cc1OC | 8.4% | 8.9% | 3.3 | 2.4% | 28.1 | 1.1 | -3.8 | -5.8% | 5.1% | 2.6%
CCC(=O)Oc1ccc(C(=O)Nc2ccc3c(c2)C(=O)N(C2CCCCC2)C3=O)cc1 | 2.8% | 4.3% | 8.3 | 80.2%[activator] | ? | -0.4 | -1.0 | 6.5% | -17.9%[7.66 µM] | 3.2%
COc1ccc(CC2(CO)COc3ccccc3C2=O)cc1 (configuration not stated) | / | / | -11.1 | / | / | / | -15.3 | 6.9% | -2.3% | /
CC(Oc1ccccc1F)C(=O)/C=C/N(C)C (configuration not stated) | -0.9% | -15.1% | 12.2 | -1.9% | 14.3 | 0.1 | 3.9 | 5.2% | 8.7% | -9.1%
CCc1nnc2n1N=C(c1ccc([N+](=O)[O-])cc1)CS2 | -1.4% | ? | 10.9 | -6.8% | 0.1 | -2.4 | -6.4 | -3.9% | -8.8% | -8.4%
Cc1ccn(-c2cc(O)c(-n3ccc(C)n3)cc2O)n1 | -0.7% | -4.0% | 3.5 | 14.6% | 4.6 | -0.8 | 2.6 | -6.3% | 7.0% | -2.3%
C=CCNC(=S)N/N=C/c1ccc(-c2cccc([N+](=O)[O-])c2)o1 | -1.9% | 10.4% | -21.6 | 12.8% | -2.2 | 5.7 | -2.8 | -5.1% | -8.7% | 1.3%
O=C(NCC1COc2ccccc2O1)c1ccc(NC(=O)c2ccco2)cc1 (configuration not stated) | -3.1% | 1.8% | 7.2 | 19.0% | 1.4 | -0.2 | -3.7 | -1.8% | 1.4% | -4.6%
CC(C#N)(NC(=O)CN1CCN(S(=O)(=O)c2ccccc2C#N)CC1)C1CC1 (configuration not stated) | / | / | -4.2 | / | 0.5 | / | -8.5 | -0.4% | 3.6% | 3.7%
Cc1ccc(NC(=O)Cc2nnc(SCC(=O)NC3CCCC3)n2C)c(C)c1 | -0.9% | 0.9% | -2.9 | 4.4% | 1.0 | -3.7 | -3.3 | 4.2% | 27.6% | -11.1%
Cc1ccc(SCC(=O)NC(=O)NCc2ccccc2)c(C)c1 | 2.3% | -11.1% | 5.5 | 9.2% | 9.0 | -0.5 | -15.4 | 0.6% | 20.9% | 14.9%
COc1ccc(-c2n[nH]c(=S)n2-c2cc(OC)ccc2OC)cc1 | 0.7% | 4.3% | 29.5 | -0.3% | 1.4 | 0.8 | -6.2 | -1.5% | 6.4% | /
COC(=O)c1cc(=O)n(-c2ccc(C(F)(F)F)cc2)[nH]1 | 6.5% | / | -17.7 | 2.3% | -1.2 | -0.3 | 6.8 | -0.2% | ? | -2.3%
CCC(=O)Nc1ccc(NC(=O)CSc2nnnn2C(C)C)cc1 | -3.1% | -2.0% | 11.3 | 1.7% | 1.1 | 0.8 | -2.1 | 0.4% | -20.7% | 7.4%
Cc1cc(CN(C)C(=O)c2cc(COc3ccc4ncccc4c3)on2)on1 | -0.3% | 10.9% | -1.9 | -0.8% | 1.9 | -2.2 | 2.5 | -3.8% | -44.1% | 0.7%
Cc1ccc(OCc2nnc(SCC(N)=O)n2N)cc1 | 7.9% | -12.9% | -1.6 | 2.2% | -2.6 | 0.5 | -4.7 | 2.2% | -1.8% | 1.4%
CN(C)S(=O)(=O)c1cccc(COc2cccnc2[N+](=O)[O-])c1 | -4.7% | ? | -1.8 | 6.9% | 1.2 | 0.9 | -0.5 | -2.3% | -4.3% | 1.9%
COc1cc(NC(=O)c2cc3ccccc3o2)c(OC)cc1Cl | 0.3% | -1.7% | -20.1 | 2.9% | 7.0 | 1.0 | -5.4 | 96.8% | -2.8% | 1.0%
CN(C)S(=O)(=O)c1ccc(NC(=O)CSc2nc3ccccc3n2-c2ccccc2)cc1 | / | -2.0% | 0.3 | 0.9% | 0.4 | -0.2 | 13.0 | -10.6% | ? | -1.9%
COCCCn1c(SCC(=O)Nc2ccc(C)cc2)nc2ccccc2c1=O | 0.5% | 12.3% | -13.5 | -9.8% | 24.2 | -1.1 | 2.8 | -3.9% | 6.4% | 1.4%
CCOc1ccc(-n2cc(C(=O)N3CCN(C)CC3)c3cc(OC)c(OC)cc3c2=O)cc1 | 1.7% | 2.9% | 23.8 | 0.1% | 0.0 | 1.1 | 20.2 | 5.6% | -15.8% | -2.1%
Cn1c(SCc2c(Cl)cccc2Cl)nnc1-c1ccc2nonc2c1 | -2.2% | / | -3.0 | 0.1% | 6.1 | 2.9 | 6.4 | 0.2% | -14.9% | -2.5%
CCOC(=O)c1c(C)[n+]([O-])c2ccc3c(non3O)c12 | 0.9% | / | -6.0 | -1.0% | 3.5 | 5.6 | 9.7 | -2.0% | -8.7% | -4.6%
Cc1ccccc1NC1=C(C(=O)c2ccccc2)N(C)S(=O)(=O)c2ccccc21 | 0.1% | 2.5% | 5.2 | 22.7% | 3.1 | 12.0 | -3.7 | -11.2% | -15.5% | -17.6%
COc1ccc(N2CC(C(=O)OC(C)C(=O)c3ccccc3)CC2=O)cc1 (configuration not stated) | -1.9% | 3.5% | -3.9 | -0.1% | -0.9 | -3.6 | -2.0 | 2.0% | 12.7% | 4.2%
COc1ccc(C(=O)Nc2ccc(C3(C#N)CCCC3)cc2)cc1 | -0.7% | -7.2% | -13.5 | 19.9% | 89.3* | -3.8 | -6.6 | 4.3% | 25.1% | 2.7%
CCN(CC)c1ccc(NC(=O)CSc2nnc(N)s2)cc1C | 1.1% | -0.3% | 5.2 | 20.4% | 7.6 | 1.2 | -7.3 | 4.0% | 28.9% | 5.0%
O=C1C2C3c4ccccc4C(c4ccccc43)[C@@H]2C(=O)N1c1cccnc1 (some centres not stated) | 0.3% | 4.0% | -4.2 | -5.6% | -0.1 | -1.9 | 1.4 | 4.1% | 3.2% | -0.9%
COc1ccc(S(=O)(=O)n2cccc2)cc1 | / | / | 3.2 | / | / | / | 8.1 | 1.9% | ? | /
CCc1cc2c3c(c1)C1(C(=O)N3C(C)(C)C=C2C)C(C#N)=C(N)Oc2[nH]c(=O)[nH]c(=O)c21 (configuration not stated) | -0.4% | -3.5% | 4.1 | 5.4% | -1.3 | 0.0 | -0.5 | 4.5% | -25.9% | -6.5%
